Screening data deposited in PubChem by several laboratories.
FXIIa inh – factor XIIa (human) inhibition | P00748 | purified FXIIa, Boc-QGR-AMC fluorogenic substrate, 2 h | inhibition, % at 5 µM | actives 0.3% (n = 220,000) | AID 800; in the data active means inhibition above about 40%;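 further: 0% = enzyme with no compound and 100% = blank without enzyme; many of its hits are not listed in these tables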
PERK inh – human PERK inhibition, primary cell-based screen; Q9NZJ5; CHO PERK-DD fusion, SEAP luminescence translation reporter; inhibition, % at 5.6 µM; actives 0.17% (n = 220,000); AID 1416;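 active means inhibition above the mean inhibition of all tested compounds plus 3 SD, set separately per screening campaign, cut at about 2.9% in these data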;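 further: PERK kinase domain activated by AP20187 dimerizer at 100 nM; 0% = DMSO with dimerizer and 100% = rapamycin at 8.4 µM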
Furin inhibitor – inhibitors of human furin; P09958; purified furin, fluorogenic substrate cleavage; inhibition, % at 30 µM; actives 0.061% (n = 220,000); in the data active means inhibition above about 25%; further: inactives centre near -15
KCC2 mod – modulates chloride dependent transport by human KCC2 | Q9H2X9 | KCC2 cells, thallium flux FluoZin-2 fluorescence | B-score of Tl+ flux slope (higher = more flux/activation; lower = inhibition) at 10 µM | actives 2.2% (n = 190,000) | AID 1456;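 active means thallium flux slope and its plate-corrected score both differing from the plate sample mean at a set confidence after two filtering rounds, in either direction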;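 further: slope of fluorescence scaled to starting intensity during 10 to 20 s after thallium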
thrombin 1536 – thrombin (human) inhibition | P00734 | alpha-thrombin, Boc-VPR-AMC fluorogenic substrate cleavage | inhibition, % at 5 µM | actives 0.26% (n = 220,000) | AID 1046;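 active means inhibition at or above 40%; inactive means inhibition below 40%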;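 further: 0% = enzyme with no compound and 100% = wells without enzyme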
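System: Human alpha-thrombin protein | Medium: pH 7.5 Tris (50 mM) with NaCl 150 mM, Tween 20 0.05% | Times: Enzyme reaction carried out at room temperature | Detection: AMC fluorescence, 355/460 nm | Evaluation: Percent inhibition scaled between no-compound controls and no-enzyme blanks | Benchmarks: Enzyme without compound as high, wells lacking enzyme as low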
FXIa inh 1536 – inhibitors of human coagulation factor XIa | P03951 | purified FXIa, Boc-Glu-Ala-Arg-AMC fluorogenic substrate | inhibition, % at 5 µM | actives 0.14% (n = 220,000);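 active means inhibition of at least 40%; inactive means inhibition below 40%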;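 further: fluorescence of freed AMC excited at 355 nm; 0% = enzyme without compound and 100% = no enzyme blank; many of its hits are not listed in these tables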
Target sequence (P03951 19-387 limits assumed): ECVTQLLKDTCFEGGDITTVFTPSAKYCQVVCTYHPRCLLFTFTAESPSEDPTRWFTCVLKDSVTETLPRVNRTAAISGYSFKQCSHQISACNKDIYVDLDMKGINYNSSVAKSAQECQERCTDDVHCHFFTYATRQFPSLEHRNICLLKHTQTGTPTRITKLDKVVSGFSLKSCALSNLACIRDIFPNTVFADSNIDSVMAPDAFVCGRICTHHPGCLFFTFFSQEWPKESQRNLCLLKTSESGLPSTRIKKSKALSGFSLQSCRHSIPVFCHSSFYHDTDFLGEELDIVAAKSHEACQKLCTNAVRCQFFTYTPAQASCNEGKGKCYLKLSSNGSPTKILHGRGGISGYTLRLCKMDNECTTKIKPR
Target sequence (P03951 388-625 limits assumed): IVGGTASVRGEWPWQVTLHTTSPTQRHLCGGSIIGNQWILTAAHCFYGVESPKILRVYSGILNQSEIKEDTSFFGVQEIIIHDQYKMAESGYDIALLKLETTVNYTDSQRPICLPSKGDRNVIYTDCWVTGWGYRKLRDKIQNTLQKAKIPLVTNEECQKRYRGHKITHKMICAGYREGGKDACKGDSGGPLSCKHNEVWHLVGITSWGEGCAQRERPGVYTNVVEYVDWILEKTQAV
p97 ATPase inh – blocks human p97 ATPase activity; actives 0.42% (n = 220,000); inhibition, % at 8 µM; P55072; recombinant p97 ATPase, Kinase-Glo ATP luminescence, 3 h; in the data active means inhibition above about 15%;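 further: 0% = DMSO vehicle and 100% = wells lacking enzyme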
Wee1 degr inh – inhibitors of human Wee1 degradation; reporter increase, % at 5 µM; HeLa Luc-Wee1K328M stability, luciferase luminescence; 100% = proteasome inhibitor MG132 effect; actives 1.2% (n = 220,000); AID 1321;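 active means activation above the mean of all tested compounds plus 3 SD, set per screening run, cut at about 8.8% in these data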;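 further: cells exposed to compound for 20 h before luminescence read; 0% = DMSO alone and 100% = MG132 at 30 µM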
KLK5 inh – blocks human kallikrein 5 protease activity. Q9Y337. recombinant hK5, fluorogenic AMC substrate cleavage. inhibition, % at 5 µM. actives 0.59% (n = 210,000);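 active means inhibition of 40% or more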;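 further: 0% = enzyme controls without compound and 100% = no-enzyme blanks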
Target sequence (Q9Y337 67-293 limits assumed): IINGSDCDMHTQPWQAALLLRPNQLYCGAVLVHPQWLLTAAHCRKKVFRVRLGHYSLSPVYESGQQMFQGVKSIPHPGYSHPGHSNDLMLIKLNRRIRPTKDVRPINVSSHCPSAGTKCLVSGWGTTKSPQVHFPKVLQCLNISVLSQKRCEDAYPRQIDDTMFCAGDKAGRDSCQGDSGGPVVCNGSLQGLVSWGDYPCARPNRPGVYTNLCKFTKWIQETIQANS
Starred values were filed as active, the others as inactive; · = not tested or not shown; [ ] = another dose, or the depositor's remark.

SMILES	FXIIa inh	PERK inh	Furin inhibitor	KCC2 mod	thrombin 1536	FXIa inh 1536	p97 ATPase inh	Wee1 degr inh	KLK5 inh
O=C(c1ccc([N+](=O)[O-])cc1)N1C=CC(C(F)(F)F)=NCC1	1	1.0	-9	0.25	-4	-9	4	5	-5
CC1=NN(C(N)=S)C(=O)C1N=Nc1ccc(O)cc1 (centres undefined)	9	0.8	10	·	-5	1	-1	-3	8
COc1ccc(C(=O)N/C(=C\c2cn(C)c3ccccc23)C(=O)OCCN(C)C)cc1	13	0.5	-4	0.27	-5	8	2	1	-5
COc1ccc(/C=C(/C(=O)c2ccc(Cl)cc2Cl)n2cncn2)cc1	10	0.9	-6[20 µM]	-0.0092	0	8	7	1	0
O=C1c2ccccc2-c2nnc(-c3ccc(F)cc3)cc21	8	1.9	-16	0.24	-3	0	-1	9.8*	2
Cc1cccc(OCc2nnc(SCC(=O)N3c4ccccc4CCc4ccccc43)o2)c1	5	0.5	-26	0.64	-3	-1	-1	1	1
CCOCCn1c(CN(Cc2ccccc2)Cc2ccccc2)nc2c1c(=O)n(C)c(=O)n2C	15	-1.2	-16	·	1	9	-10	1	-1
COc1ccc(-c2c(C#N)sc(C(N)=O)c2-c2ccc(OC)cc2)cc1	6	1.3	-7	-2.6	-8	2	9	1	-6
Cc1cc(C)n(-c2nc(N(C)C)nc(N3CCOCC3)n2)n1	-13	-0.6	-23[20 µM]	-0.37	-3	-12	2	-1	0
CC(=C/c1ccco1)/C=N/NC(=O)CSc1nnc(SCc2ccc(C)cc2)s1	10	0.0	-12	-1.8	-7	3	-1	1	-11
Fc1ccc(Cn2cnc3ccccc32)cc1	28	-1.3	-6[20 µM]	·	-4	22	0	-2	0
CNS(=O)(=O)c1cnccc1N1CCN(c2cccc(Cl)c2)CC1	14	0.0	-21[20 µM]	-0.66	3	5	0	-3	18
COC(=O)CN1C(=O)C(C)(C)Oc2ccc(C(=O)NC3CC3)cc21	7	0.8	-16	0.5	-3	-9	5	0	-16
COc1ccc(-n2nnc3c(SCc4ccccc4)ncnc32)cc1	10	1.6	-10	·	12	13	2	-3	13
CS(=O)(=O)N(CC(=O)Nc1c(F)cccc1F)c1cccc([N+](=O)[O-])c1	4	1.1	-18	-0.54	-11	-3	3	-2	-19
COC(=O)[C@@H](NC(=O)NC1CCCCC1C)C(C)C (some centres undefined)	2	0.9	-17	0.68	-8	-24	1	1	0
Nc1nnc(-c2cn(-c3ccccc3)nc2-c2ccccc2)o1	18	-0.6	-19[20 µM]	-0.49	3	4	-7	4	-7
Cn1nc(C(=O)N2CCN(S(=O)(=O)/C=C/c3ccccc3)CC2)c2ccccc2c1=O	9	-0.8	-8	0.88	-2	7	5	0	-2
COc1ccc(CNC(=S)N/N=C/c2ccc(O)c(OC)c2)cc1	11	1.3	-10	0.029	-4	1	2	-1	-10
CCOC(=O)CC(=O)CSc1nc2c(cc1C#N)CCC2	7	0.3	-17[20 µM]	-0.1	-2	2	-4	3	-14
CC1(C)CC(=O)c2sc(NC(=O)c3cccs3)nc2C1	11	1.2	-20[20 µM]	0.47	3	7	-6	1	-2
CCOc1ccc(CC(=O)OCn2nnc3ccccc3c2=O)cc1	9	0.6	-6	-0.84	-3	-2	0	-2	-4
CCSc1ccccc1C(=O)Nc1cc(OC)c(OC)c(OC)c1	8	1.9	-19	0.11	3	-3	2	8	-6
CC(C)CCN1CCN(Cc2cccn2-c2ccccn2)CC1CCO (centres undefined)	12	-0.3	-19	-0.055	-2	2	2	-1	0
O=C(CSc1nnc(CNc2ccc(Cl)cc2)o1)Nc1nc2c(s1)CCCC2	18	0.5	-17	-0.29	4	-3	0	2	-18
CCOc1ccc(OCC)c(NC(=O)CN(C)S(=O)(=O)c2ccc3nc(C)sc3c2)c1	10	-0.7	-18	-3.8	-2	8	-8	-3	-9
O=C(Nc1ccc(Cl)cc1Cl)C1=Cc2ccccc2OC1	23	1.7	-25[20 µM]	0.9	-3	3	1	4	-1
CCC(C)[C@H](Nc1nc(-c2ccccc2)nc2c1oc1ccccc12)C(=O)O (some centres undefined)	5	0.6	-29[20 µM]	-2.1	-4	-3	-1	0	7
Nc1cnn(C2CCCO2)c(=O)n1 (centres undefined)	10	-0.2	-19	0.62	-13	-4	9	3	-17
Clc1ccc(-c2cc(-c3ccccn3)on2)c(Cl)c1	2	1.3	-25	-0.57	-3	8	-19	-1	-4
CC1(C)N=C(N)N=C(N)N1c1cccc(C(=O)O)c1	38	0.1	-18[20 µM]	·	1	15	-4	4	4
O=C(CSc1nc2cc(Cl)ccc2s1)c1ccco1	7	0.8	-7	13*	-3	-3	6	0	-10
COC(=O)C(C)Sc1n[nH]c(=S)s1 (centres undefined)	10	0.6	-12[20 µM]	0.034	0	-2	6	3	-21
COc1cc(NC(=S)N2CCC(C(N)=O)CC2)c(OC)cc1Cl	5	0.5	-22	0.4	-3	-5	2	1	-10
Fc1ccc(/C=C/c2nnc(-c3cccs3)o2)cc1	2	0.7	-10	-1.3	-3	-1	1	5	-6
O=C(Cn1nnc(-c2ccccc2)n1)NNC(=O)c1ccccc1	9	2.0	-27	-1.9	0	-1	3	2	1
Cc1nc(SCC(=O)O)c(C#N)c(C)c1CC(=O)c1ccccc1	-1	0.0	-20	0.34	1	2	1	4	-2
NC(=O)c1sc2nc3c(c(-c4cccs4)c2c1N)CCCC3	7	-0.5	-20	0.43	2	5	6	-2	-8
S=C(Nc1ccccc1)N1CCN(Cc2ccccc2)CC1	4	-1.1	-9	-1.5	-5	-4	-3	3	-1
CSCCC(NC(=O)c1ccccc1)C(=O)NCc1ccco1 (centres undefined)	20	-0.5	-11[20 µM]	-1.1	4	0	-1	5	-8
O=C(CSc1nnc(CNC(=O)C23CC4CC(CC(C4)C2)C3)n1-c1ccccc1)Nc1ccccc1	7	-0.9	-25	0.072	-3	0	8	4	-9
O=C(COC(=O)/C=C/c1ccc2c(c1)OCO2)NC1CCS(=O)(=O)C1 (centres undefined)	28	0.8	6	0.51	19	11	1	6	12
Cc1ccc(-c2nc(-c3cccnc3)sc2CC(=O)Nc2ccc(C)c(Cl)c2)cc1	11	-0.7	-28	-0.34	2	-5	3	4	-10
COC1=C(Nc2ccccc2OC)C(=O)c2ccccc2C1=O	0	-0.6	-11	-0.87	-12	10	-1	0	-4
Cc1c(NC(=O)COC(=O)c2c3c(nc4ccccc24)CCCC3)c(=O)n(-c2ccccc2)n1C	4	0.3	-23	-0.05	-8	-1	4	-1	-8
CC12CCC(C(=O)Nc3nc4ccc(Br)cc4s3)(OC1=O)C2(C)C (centres undefined)	10	-1.1	5	9.7*	-7	8	-7	1	·
Cc1ccccc1-c1nc(CS(=O)CC(=O)NCc2ccccc2)c(C)o1 (centres undefined)	12	0.1	-28	·	3	3	0	2	-1
CCC(=O)Nc1ccc(Nc2ccccc2)cc1	4	1.0	-18[20 µM]	-1.5	-3	-5	6	-2	-7
COc1ccccc1C(=O)NCC(=O)N/N=C/c1cc(Br)ccc1OCc1ccccc1	23	-1.7	-19	-0.3	-4	15	-2	7	-12
COc1ccc(-n2c(C)csc2=S)cc1	10	1.5	-13[20 µM]	0.017	0	3	-1	7	-9

The list goes on; it opens with the 2 that closed the last part.
SMILES	FXIIa inh	PERK inh	Furin inhibitor	KCC2 mod	thrombin 1536	FXIa inh 1536	p97 ATPase inh	Wee1 degr inh	KLK5 inh
COc1ccccc1C(=O)NCC(=O)N/N=C/c1cc(Br)ccc1OCc1ccccc1	23	-1.7	-19	-0.3	-4	15	-2	7	-12
COc1ccc(-n2c(C)csc2=S)cc1	10	1.5	-13[20 µM]	0.017	0	3	-1	7	-9
COc1cc(C=Nc2c(C)cc(C)cc2C)ccc1OC(C)=O	8	0.4	-9	-0.82	-7	6	-7	-4	-16
CC(C)N1CC(O)=C(c2nc3ccccc3[nH]2)C1=N	12	2.0	-18	·	0	17	3	-2	-23
CCCn1cnc2cc(NCc3cccc(OC)c3O)ccc21	19	0.0	-38	-0.069	-2	5	2	2	-5
CN1CCN(CC#CCC2(O)c3ccccc3-c3ccccc32)CC1	4	0.1	-16	0.33	3	-5	0	-2	-16
Cc1ccc(C2(c3noc(CN(C)CCCN4CCOCC4)n3)CCCC2)cc1	5	-0.1	-18	-0.24	-12	-5	-3	0	-1
Cc1ccc(C(C)C)c(OCc2nn(CC(=O)c3ccc(OC(F)F)cc3)c3[n+]2CCCCC3)c1	-3	0.1	-11	-0.44	-2	-1	4	18*	-20
Cc1ccccc1NC(=O)NCCCN1CCCC1	4	3.5*	-19[20 µM]	·	-3	2	-1	2	-2
O=C(NC(NC(=S)Nc1ccccc1C(=O)O)C(Cl)(Cl)Cl)c1cccc([N+](=O)[O-])c1 (centres undefined)	11	0.1	-20	·	-7	12	6	-1	-12
S=C(NCCN1CCCCC1)Nc1ccc(Br)cc1	1	0.2	-17	-0.19	-5	-2	4	-1	-8
CCNC(=O)c1ccc2c(c1)S(=O)(=O)c1ccccc1C2=O	6	-0.5	-6	-0.66	3	3	-2	2	0
O=C1OC(Nc2ccc(Cl)cn2)c2ccccc21 (centres undefined)	-2	0.7	-10[20 µM]	-0.8	-6	-6	-8	1	2
COc1ccc(OCCC(=O)N2CCCCC2)cc1	13	1.5	-26[20 µM]	·	3	8	0	2	2
CC1=CC(C)C2(COC(=O)Nc3ccccc3)COC(C)C1C2C (centres undefined)	5	0.2	-25	1.2	-4	-3	2	-5	0
O=C(CSc1ncccc1C(=O)O)c1ccccc1	7	1.0	-17	·	-5	1	2	-2	-19
CCOC(=O)C1=NOC(CNc2ncc(C(F)(F)F)cc2Cl)C1 (centres undefined)	7	0.8	-22	-1.3	4	-3	1	3	-5
O=C(NC(=S)NNC(=O)c1ccc(Cl)cc1Cl)c1cccnc1	6	1.0	-4	1.9	-7	2	4	-1	-89
O=C(CN1CCN(c2ccccc2O)CC1)NCCCc1ccccc1	7	0.0	-30	-1.1	-6	0	1	1	5
CCC(C(=O)NC1CCCC1)N(C(=O)Cn1nnc(-c2ccc(C)o2)n1)c1cnc2ccccc2c1 (centres undefined)	16	-1.7	-11	-0.23	-4	3	-5	9.8*	-9
CC1(C)Cc2c(cnn2-c2ccccc2)-c2c1c1ccccc1n2CC(O)CCl (centres undefined)	11	-0.6	-12[20 µM]	·	-6	3	-3	-1	-10
CCc1ccc(OCC(O)CNC(C)(C)C)cc1 (centres undefined)	9	0.1	-12[20 µM]	-0.47	1	0	1	-1	-22
Cc1ccc(C2C(C(=O)c3cccs3)=C(O)C(=O)N2c2cccc(C)n2)cc1 (centres undefined)	8	1.9	-14	-0.27	-8	2	8	-2	1
N#C/C(=C\c1ccc(Cl)s1)C(=O)N1CCN(c2ccccc2)CC1	13	0.6	-13	1.8	-7	5	2	2	-15

Profiles as entered above. Order of values: FXIIa inh | PERK inh | Furin inhibitor | KCC2 mod | thrombin 1536 | FXIa inh 1536 | p97 ATPase inh | Wee1 degr inh | KLK5 inh
Results for `COC1=C(Nc2ccccc2OC)C(=O)c2ccccc2C1=O` → 0 | -0.6 | -11 | -0.87 | -12 | 10 | -1 | 0 | -4
Results for `COC(=O)C(C)Sc1n[nH]c(=S)s1` (centres undefined) → 10 | 0.6 | -12[20 µM] | 0.034 | 0 | -2 | 6 | 3 | -21
Results for `COc1ccc(-c2c(C#N)sc(C(N)=O)c2-c2ccc(OC)cc2)cc1` → 6 | 1.3 | -7 | -2.6 | -8 | 2 | 9 | 1 | -6
Results for `COc1cc(NC(=S)N2CCC(C(N)=O)CC2)c(OC)cc1Cl` → 5 | 0.5 | -22 | 0.4 | -3 | -5 | 2 | 1 | -10
